Screening results: PubChem BioAssay, several laboratories
HTR5A inv ctr: HTR5A inverse agonists in luminescence cell assay, primary screen, counter-screen for OPRM1-OPRD1 heterodimer inverse agonist project, full-deck HTS | HTR5A cell line, inverse agonism | AID 504634, 2011 | actives 0.083% (n = 340,000) | inhibition, % at 9.3 µM | 5-hydroxytryptamine receptor 5A (Homo sapiens), P47898; in the data active means inhibition mostly above about 23%, no sharp cut-off; inactive means mostly below about 18%;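 further: 0% = cells with DMSO and 100% = no-cell wells with DMSO; some compounds called inactive have numbers as strong as hits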
Target sequence (P47898 whole entry, looked up): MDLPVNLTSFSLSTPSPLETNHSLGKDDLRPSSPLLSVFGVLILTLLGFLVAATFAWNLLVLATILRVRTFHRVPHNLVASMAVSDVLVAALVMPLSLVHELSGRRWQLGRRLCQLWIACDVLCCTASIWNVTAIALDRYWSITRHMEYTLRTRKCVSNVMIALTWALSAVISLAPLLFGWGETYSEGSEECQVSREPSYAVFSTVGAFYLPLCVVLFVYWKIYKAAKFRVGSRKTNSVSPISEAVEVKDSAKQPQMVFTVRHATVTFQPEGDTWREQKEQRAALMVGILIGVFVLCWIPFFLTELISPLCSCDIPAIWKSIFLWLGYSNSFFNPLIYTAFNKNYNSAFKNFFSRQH
Keap1 Nrf2 FP: Keap1-Nrf2 protein-protein interaction inhibitors, primary screen, biochemical, fluorescence polarization, single point; Keap1 Kelch-Nrf2 peptide fluorescence polarization, 1536-well; inhibition, % at 9.4 µM; actives 0.15% (n = 340,000); AID 504523, 2011; in the data active means inhibition above about 12%;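 further: human Keap1 Kelch domain with fluorescein labeled Nrf2 9mer peptide probe; 0% = neutral control wells and 100% = peptide positive control; higher means more block of Keap1 binding to Nrf2 peptide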
Target sequence (Q14145 whole entry, looked up, the tested form may be a part): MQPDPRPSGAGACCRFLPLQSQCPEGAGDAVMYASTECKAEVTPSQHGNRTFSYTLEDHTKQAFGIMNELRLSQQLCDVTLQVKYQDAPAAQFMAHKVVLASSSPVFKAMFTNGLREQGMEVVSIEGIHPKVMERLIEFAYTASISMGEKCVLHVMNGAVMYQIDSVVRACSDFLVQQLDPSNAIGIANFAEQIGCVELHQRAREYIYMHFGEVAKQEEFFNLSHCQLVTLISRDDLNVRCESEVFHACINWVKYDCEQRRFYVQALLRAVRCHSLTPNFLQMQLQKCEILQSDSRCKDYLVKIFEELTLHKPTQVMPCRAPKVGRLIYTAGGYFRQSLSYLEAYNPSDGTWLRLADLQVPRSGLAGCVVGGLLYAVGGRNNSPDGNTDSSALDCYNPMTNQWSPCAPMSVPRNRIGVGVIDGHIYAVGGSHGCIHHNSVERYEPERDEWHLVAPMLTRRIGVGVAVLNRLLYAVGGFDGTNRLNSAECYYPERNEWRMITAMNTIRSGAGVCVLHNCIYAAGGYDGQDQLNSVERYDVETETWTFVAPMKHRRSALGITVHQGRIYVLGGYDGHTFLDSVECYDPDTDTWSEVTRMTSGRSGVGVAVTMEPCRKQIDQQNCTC
CAL-PDZ inh HTS: untagged CAL PDZ binding inhibitors, primary screen, biochemical, fluorescence polarization, HTS; purified CAL PDZ, TMR-peptide fluorescence polarization, 1 h; actives 0.92% (n = 300,000); Golgi-associated PDZ and coiled-coil motif-containing protein (Homo sapiens), Q9HD26; AID 602252, 2012; inhibition, % at 24.9 µM;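 active means mean inhibition of at least 30% with at least half of replicates also reaching 30%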;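 further: 0% = DMSO neutral control and 100% = excess unlabeled competitor peptide PRC23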
HTR5A ag: HTR5A agonists in luminescence cell assay, primary screen, counter-screen for OPRM1-OPRD1 heterodimer agonist project, full-deck HTS; activation, % at 9.3 µM; cell-based; actives 0.61% (n = 340,000); in the data active means activation mostly above about 9.5%, no sharp cut-off; inactive means mostly below about 7.6%;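 further: 0% = cells with vehicle only and 100% = reference agonist; strong numbers were not always called active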
MOR-DOR inv ag: inverse agonists of MOR-DOR heterodimerization, primary screen, cell-based, luminescence; actives 0.21% (n = 340,000); Mu-type opioid receptor (Homo sapiens) + Delta-type opioid receptor (Homo sapiens), …; AID 504357, 2011; inhibition, % at 9.3 µM; cell-based MOR-DOR heterodimer luminescence, inverse agonism; in the data active means inhibition above about 22%, passing the limit was not always enough;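 further: 0% = cells with DMSO and 100% = wells without cells with DMSO; values of inactives mirror those of a sister screen read the other way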
RTF Ca sens act: cardiac RTF calcium sensitivity activators, primary screen, biochemical, IANBD-TnC fluorescence, EC20 calcium; Troponin I, cardiac muscle (Homo sapiens) + Troponin T, cardiac muscle (Homo sapiens) + …; IANBD-labeled TnC RTF fluorescence at EC20 calcium; 0% EC20 calcium, 100% full calcium; activation, % at 7.2 µM; actives 0.24% (n = 340,000); AID 493008, 2010;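 active means activation above the mean over all tested compounds plus 3 SD, cut at about 30% in these data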;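 further: rise in fluorescence read as greater calcium sensitivity of cardiac thin filaments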
MOR-DOR ag: agonists of OPRM1-OPRD1 heterodimerization, primary screen, cell-based, luminescence; Mu-type opioid receptor (Homo sapiens) + Delta-type opioid receptor (Homo sapiens), …; actives 0.3% (n = 340,000); cells; activation, % at 9.3 µM; in the data active means activation above about 18%;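 further: 0% = vehicle-treated cells and 100% = reference agonist; values of inactives mirror those of a sister screen read the other way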
LANA DNA inh: inhibitors of KSHV C-LANA binding to DNA, primary screen, biochemical, fluorescence polarization, FAM-LBS DNA, MBP-C-LANA, single point; Kaposi's sarcoma herpesvirus LANA C-terminal domain (residues 932-1162) DNA binding; inhibition, % at 9 µM; actives 0.078% (n = 340,000); AID 504423, 2011;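 active means highest replicate inhibition at or above 60% at 9 µM, even if other replicates fall short; inactive means all replicates below 60% inhibition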;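 further: 0% = neutral control wells and 100% = 4 µM acridine orange control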
V-ATPase pHluor: regulators of yeast V-ATPase proton pumping, primary screen, pHLuorin cytosolic pH fluorescence; S. cerevisiae; response, % at 10 µM; actives 0.37% (n = 350,000); AID 504577, 2011; in the data active means response mostly above about 7.3%, no sharp cut-off; inactive means mostly below about 5.4%; further: actives read high; inactives centre near 0; some compounds called inactive have numbers as strong as hits; reference of the scale not given here
RTF Ca sens inh: cardiac RTF calcium sensitivity inhibitors, primary screen, biochemical, IANBD-TnC fluorescence, EC70 calcium; Troponin I, cardiac muscle (Homo sapiens) + Troponin T, cardiac muscle (Homo sapiens) + …; inhibition, % at 7.15 µM; IANBD-labeled cardiac RTF, Ca2+ fluorescence; actives 0.12% (n = 340,000);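 active means inhibition above the mean inhibition of all tested compounds plus 3 SD, cut at about 17% in these data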;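 further: assay run at fixed EC70 calcium of 1.6 mM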
* marks the source's active call; other numbers are inactive results; x = no result given. This is a subset. The share of hits here may be higher or lower than overall.

compound	HTR5A inv ctr	Keap1 Nrf2 FP	CAL-PDZ inh HTS	HTR5A ag	MOR-DOR inv ag	RTF Ca sens act	MOR-DOR ag	LANA DNA inh	V-ATPase pHluor	RTF Ca sens inh
Cn1c(O)c(/C=C2\N=c3ccccc3=C2CCNC(=S)NC2CC2)c(=O)n(C)c1=O	-16	-6	-1	3	-31	-4	5.8	0.2	6	-2
COc1cccc(-n2c(/C=C/c3ccc(O)c(O)c3)nc3ccccc3c2=O)c1	-25	-5	1	7	-20	1	4.3	-3.4	5	8
CCOP(=O)(OCC)C(NC(=O)NC)C(N)=O (stereo not given)	31	-6	-5	1	16	6	-3.1	1.0	-5	-11
CC(C)CC(=O)NC(Oc1ccc(Cl)cc1)C(Cl)(Cl)Cl (stereo not given)	-12	1	-5	4	-55	-1	9.3	-0.5	4	5
CC(C)(C)P(=O)(N1CCOCC1)N1CCOCC1	-7	0	-6	2	8	7	-1.7	1.1	0	-1
ClC1=C(Cl)C2(Cl)C3C(Cl)C=CC3C1(Cl)C2(Cl)Cl (stereo not given)	0	-1	-5	0	3	1	-0.6	-0.2	-4	-2
C=C(CO)CC1CC(O)[C@]2(C)OC3CC4OC5C[C@]6(C)O[C@]7(C)CCC8OC9C[C@]%10(C)OC%11C(C)=CC(=O)OC%11CC%10OC9C[C@@H](C)C8OC7CC6O[C@]5(C)C/C=C\C4OC3CC2O1 (stereo not given in full)	2	-4	9	-2	6	3	-1.0	0.5	2	-2
O=C(N/N=C/c1c(O)n(CCC2=CCCCC2)c(=S)[nH]c1=O)c1ccccc1	0	-8	-3	-2	12	3	-2.3	-2.1	-4	-6
O=c1[nH]c(Cl)ccc1CN1CCOCC1	-16	-8	-1	5	5	9	-0.9	2.2	-2	0
C[C@]12CCC(=O)C=C1CC[C@@H]1[C@@H]2CC[C@]2(C)C(=O)CC[C@@H]12	4	-4	-2	3	2	18	-0.3	0.0	14	3
CCCCN=Cc1c(O)n(-c2c(C)cc(C)cc2C)c(=O)[nH]c1=O	-1	-10	x	0	13	3	-2.5	0.3	1	-7
CC(=O)c1cccc(NC(=O)N2C[C@H]3C[C@@H](C2)c2cccc(=O)n2C3)c1	20	-4	-1	1	11	-5	-2.2	2.5	0	1
CCCCCn1c(=O)c(C(=O)NCc2ccccn2)c(O)c2ccccc21	6	0	1	-2	12	-5	-2.8	-0.1	2	1
CCCCCCN1CCN(c2ccccc2Cl)CC1	-6	-4	-4	2	-13	8	1.8	-0.8	1	8
C=CCn1c(O)c(/C(C)=N/NC(=S)Nc2ccccc2)c(=O)[nH]c1=O	3	-3	-5	-1	12	0	-2.2	-1.0	-1	-14

Quoted at random: 2 compounds from above
compound	HTR5A inv ctr	Keap1 Nrf2 FP	CAL-PDZ inh HTS	HTR5A ag	MOR-DOR inv ag	RTF Ca sens act	MOR-DOR ag	LANA DNA inh	V-ATPase pHluor	RTF Ca sens inh
CCOP(=O)(OCC)C(NC(=O)NC)C(N)=O (stereo not given)	31	-6	-5	1	16	6	-3.1	1.0	-5	-11
C=CCn1c(O)c(/C(C)=N/NC(=S)Nc2ccccc2)c(=O)[nH]c1=O	3	-3	-5	-1	12	0	-2.2	-1.0	-1	-14

Next section.
compound	HTR5A inv ctr	Keap1 Nrf2 FP	CAL-PDZ inh HTS	HTR5A ag	MOR-DOR inv ag	RTF Ca sens act	MOR-DOR ag	LANA DNA inh	V-ATPase pHluor	RTF Ca sens inh
CC(C)OC(=O)c1c(N)n(Cc2ccco2)c2nc3ccccc3nc12	11	1	0	-5	21	5	-4.3	3.5	-1	-9
CN1C2CCC1CC(=NO)C2	28	-1	-1	2	14	-1	-2.8	-0.6	3	3
Cc1cccc(NP(=O)(Oc2ccccc2F)Oc2ccccc2F)c1	2	2	-3	3	-18	-2	3.3	1.5	-1	5
CC(=O)OC1(c2ccccc2)CCN(C2CCCCC2)CC1C (stereo not given)	-11	-3	1	-5	-41	1	7.0	1.2	3	-1
CC(=O)OC1C(O)C(C)OC(OC2C(OC(=O)C3CCC4C(C3)OC3(CC(OC(=O)/C=C/c5ccccc5)C(C)CO3)C43CO3)OC(C)C(O)C2OC(C)=O)C1O (stereo not given)	-7	-3	-5	2	18	-4	-4.1	-2.2	0	-5
CCOc1ccc(N2C(=O)NC(=O)/C(=C\c3ccc(N4CCCCC4)o3)C2=O)cc1	1	-17	-2	3	26	112*	-5.2	-6.2	-1	-70
O=C(O)C1C2CCC(O2)C1C(=O)Nc1cccc(Br)c1 (stereo not given)	21	-5	1	-6	17	-6	-3.6	-0.8	-2	-4
CN(Cc1c[nH]c2ccccc12)C1CCCCC1	-5	-2	-3	2	-7	0	1.0	2.1	4	-2
O=C(NCc1ccccc1)c1cccn(Cc2cccc(Cl)c2)c1=O	11	3	-9	-3	15	-1	-3.3	0.6	1	-10
O=C1NC(=O)N(Cc2ccccc2)C(=O)/C1=C\N1CCCc2ccccc21	-9	-34	1	2	4	36*	-0.8	-0.8	-4	-62
CCCNC(=O)Cn1cnc2sc(C(=O)N3CCC4(CC3)OCCO4)c(C)c2c1=O	11	-2	2	-3	11	-1	-2.1	1.1	1	1
COC(=O)C1=C(c2cccc(OC)c2OC)C[C@@H]2CC[C@H]1N2C(=O)NCCS(C)=O (stereo not given in full)	-11	-2	-1	4	-1	-5	0.1	1.7	-2	-4
Cc1cc(OCCCC(=O)NCc2cccs2)ccc1Cl	-19	-3	-6	1	23	-3	-3.6	1.1	-2	1
NC(=O)CN1CC(c2ccccc2)CC1=O (stereo not given)	17	1	1	-7	12	-1	-2.1	0.4	1	-4
CCCCCn1c(=O)c(C(=O)Nc2nc3ccccc3[nH]2)c(O)c2ccccc21	-13	-1	-2	-5	14	-1	-2.7	-0.6	-2	0
CCc1ccccc1N1C(=O)NC(=O)/C(=C\c2cc(C)n(C)c2C)C1=O	1	5	0	-4	15	-6	-2.8	1.2	-2	8
CC1CCCN(CC(=O)N2CCCc3ccccc32)C1 (stereo not given)	-3	-2	-2	-1	-7	6	1.2	0.2	-4	1
CCN(CC)C(=O)c1ccc(NC(=O)c2cn(-c3ccccc3)nc2-c2ccc(OC)cc2)cc1	1	-6	-2	1	3	2	-0.5	1.5	1	-2
C=CCn1c(O)c(C(C)=Nc2ccc(NC(C)=O)cc2)c(=O)[nH]c1=O	-22	-1	-3	8	5	4	-0.8	-0.5	-3	-9
Cc1nc2ccccc2c(=O)n1-c1ccccc1[N+](=O)[O-]	-5	0	0	2	-2	-6	0.2	-1.7	-2	7
CN1C[C@H]2CON(C)[C@H]2C[C@H]1c1cccc(Br)c1	-6	-5	-2	2	14	1	-3.0	0.7	-3	-13
COc1ccc(CCn2c(O)c(C=NCc3ccc4c(c3)OCO4)c(=O)[nH]c2=O)cc1OC	5	-1	2	-2	3	4	-0.8	-0.6	1	-5
O=c1c2ccccc2nc(-c2ccccc2)n1-c1cccnc1	-4	3	-8	2	8	7	-1.4	0.9	1	-7
Cc1ccccc1NC1(C#N)CCCCC1	0	-4	-5	0	9	10	-1.7	-1.2	-1	-5
Cc1nonc1OCCNCCNc1ccc([N+](=O)[O-])c2cccnc12	16	-6	-3	-6	0	-4	0.0	-1.6	1	-5
Nc1c(C(=O)NCc2ccco2)c2nc3ccccc3nc2n1CCN1CCOCC1	-5	0	-3	2	9	0	-2.0	-1.3	-2	0
Cc1cc(/C=C2\C(=O)NC(=O)N(c3ccccc3F)C2=O)c(C)n1-c1cc(C(=O)O)cc(C(=O)O)c1	-18	-3	2	5	4	-10	-0.7	23	2	5
S=P(Nn1cnnc1)(c1ccc(Br)cc1)c1ccc(Br)cc1	-3	-2	-4	1	21	1	-4.0	-0.6	3	-3
CCOc1cccc(N2C(=O)/C(=C/c3ccco3)C(=O)NC2=S)c1	-1	0	-3	0	5	-8	-1.1	x	1	0
Cc1ccccc1NC(=O)NCCN1CC1	10	-3	-1	-3	16	-3	-3.0	-1.6	5	-11
O=C1C2(c3ccccc3)CN3CN(C2)CC1(c1ccccc1)C3	4	0	-1	5	-4	-2	0.7	-1.4	0	-3
S=C(c1ccc(Cl)cc1)N1CCOCC1	8	-2	x	-2	19	1	-3.6	0.0	-1	-4
O=C(c1ccc2nc3ccc(Cl)cc3c(=O)n2c1)N1CCC2(CC1)OCCO2	20	-2	-1	-3	13	0	-2.3	-0.6	-2	-10
CCCCC(=O)N/N=C/c1c(O)n(Cc2ccco2)c(=O)[nH]c1=O	3	-4	-2	6	12	-3	-2.6	-0.1	-1	0
CC(C)(C)N1C(=O)NC(=O)/C(=C\c2ccc3c(c2)CCN3CCCCl)C1=O	-22	-1	-5	1	3	1	-0.5	-2.1	-1	-3
COC(=O)C1=C(c2ccc(OC(F)(F)F)cc2)C[C@@H]2CC[C@H]1N2C(=O)N1CCC(O)CC1	-57	-2	-1	19	14	-5	-2.3	0.2	1	7
N#Cc1c(Cl)nc(Cl)c2c1CCN(Cc1ccccc1)C2	16	-4	-2	3	11	-4	-2.2	1.8	-2	2
Cc1cc(OCC(=O)N[C@@H](Cc2ccccc2)C(=O)O)c2c3c(c(=O)oc2c1)CCC3	0	-1	-4	0	16	-9	-3.1	-0.4	0	-2
N#CCCn1cc(C(=O)Nc2ccccc2Cl)c(-c2ccc(F)cc2)n1	15	-2	-6	-4	17	3	-3.3	0.0	0	2
CCOc1cc2c(cc1OCC)-n1cccc1C(c1ccc(OC)c(O)c1)NC2 (stereo not given)	6	-3	-8	-2	8	-1	-1.8	-0.1	-4	8
COc1ccc2c(c1OC)CN1CCc3cc4c(cc3C1C2)OCO4 (stereo not given)	1	7	-2	0	-2	-1	0.4	-8.7	-8	-10
O=C1c2ccccc2C(=O)N1Cc1nc2ccccc2c(=O)n1-c1ccccn1	-8	-3	x	2	-3	14	0.5	-0.4	-1	-5
COC(=O)C(O)(c1ccc(N=Cc2ccccc2O)c(C)c1)C(F)(F)F (stereo not given)	20	-3	-1	1	10	2	-2.0	-0.1	10	-8
ClCCOCOCCCl	-5	-2	-2	1	7	-1	-1.2	-1.0	6	1
Cc1cc(C(=O)NP(=O)(N2CCOCC2)N2CCOCC2)c(C)n1C1CC1	-7	-3	-3	3	9	0	-2.0	-0.7	2	-8
